L3MBTL1 inh – inhibitors of human L3MBTL1 | Potency, µM (doses to about 57.1 µM), inactives show at the highest dose activity, negative = inhibition, actives largely listed as inhibitors | Q9Y468 | 230,000 tested, 0.66% active | AlphaScreen L3MBTL1–H3K9me1 peptide binding | AID 485360; further: potency means the concentration at half of the fitted maximal effect; on the % scale 0 is the no-effect control and ±100 the full control effect; nearly all actives have a fitted effect of over 60% in size
Target sequence (Q9Y468 whole entry, looked up): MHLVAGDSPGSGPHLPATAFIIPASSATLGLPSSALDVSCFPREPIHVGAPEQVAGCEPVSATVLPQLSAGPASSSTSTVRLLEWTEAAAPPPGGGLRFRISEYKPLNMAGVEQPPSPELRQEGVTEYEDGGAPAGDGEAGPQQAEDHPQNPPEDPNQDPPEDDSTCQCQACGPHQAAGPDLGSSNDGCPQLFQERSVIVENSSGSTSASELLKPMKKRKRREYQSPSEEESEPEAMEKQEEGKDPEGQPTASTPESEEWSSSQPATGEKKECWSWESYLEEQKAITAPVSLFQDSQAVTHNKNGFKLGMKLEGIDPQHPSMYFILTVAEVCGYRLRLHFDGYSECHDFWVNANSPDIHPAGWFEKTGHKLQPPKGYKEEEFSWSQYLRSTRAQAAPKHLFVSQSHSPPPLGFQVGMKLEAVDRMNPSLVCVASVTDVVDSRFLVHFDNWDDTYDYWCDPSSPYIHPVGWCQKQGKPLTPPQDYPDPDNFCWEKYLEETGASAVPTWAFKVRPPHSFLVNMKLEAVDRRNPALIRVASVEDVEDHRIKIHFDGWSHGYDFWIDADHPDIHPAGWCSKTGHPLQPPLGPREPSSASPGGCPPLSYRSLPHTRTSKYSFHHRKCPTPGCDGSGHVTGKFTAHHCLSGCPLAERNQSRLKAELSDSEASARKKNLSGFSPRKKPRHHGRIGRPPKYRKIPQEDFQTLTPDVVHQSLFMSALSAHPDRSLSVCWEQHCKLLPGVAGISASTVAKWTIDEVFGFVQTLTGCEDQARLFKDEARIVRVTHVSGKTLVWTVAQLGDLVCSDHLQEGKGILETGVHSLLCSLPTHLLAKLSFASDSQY
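AlphaScreen assay: L3MBTL1 (50 nM final) was preincubated 30 min at room temperature with biotinylated H3(1-15)K9me1 peptide (75 nM final), then 30 min with library compounds; streptavidin donor and nickel chelate acceptor beads (10 ug/mL final) added, 30 min dark.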
HttQ103 aggreg – inhibitors of mutant huntingtin aggregate formation in PC12 cells; PC12 HttQ103-GFP aggregates, Acumen cytometry, 40 h; Potency, µM (series often up to 46.1 µM), without a hit: at the highest dose activity change, negative = inhibition, hits mostly inhibitors; 220,000 tested, 1.1% active; AID 1688; further: potency means the concentration at half of the fitted maximal effect; on the % scale 0 is the no-effect control and ±100 the full control effect; nearly all actives have a fitted effect of over 60% in size
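Steps: seed 1500 PC12 HTTQ103-GFP cells/well; add tebufenozide, 100 nM final; add compound titration; add ATPLite reagent; quantify GFP aggregates by laser scanning cytometry.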
NPSR antagonist – neuropeptide S receptor (human) antagonism, cAMP; 220,000 tested, 1% active; Q6W5P4; Potency, µM (doses to about 38.3 µM), for inactives: at the top dose activity change, negative = inhibition, most hits filed as inhibitors; CHO-NPSR cells, cAMP TR-FRET, antagonist mode; further: potency means the concentration at half of the fitted maximal effect; on the % scale 0 is the no-effect control and ±100 the full control effect; nearly all actives have a fitted effect of over 50% in size; many of its hits are not listed in these tables
Luc counter – counter-screen: inhibitors of Kinase-Glo firefly luciferase; Q27757; Kinase-Glo luciferase, ATP luminescence, 8 min; Potency, µM (top dose mostly 38.3 µM), without a hit: top-dose activity change, negative = inhibition, hits mostly inhibitors; 200,000 tested, 0.28% active; AID 1379; further: potency means the concentration at half of the fitted maximal effect; on the % scale 0 is the no-effect control and ±100 the full control effect; nearly all actives have a fitted effect of over 60% in size
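Substrate mix (final 50 mM imidazole pH 7.2, 50 mM KCl, 7 mM MgCl2, 10 uM ATP, 0.01% Tween 20, 0.05% BSA) plus pin-tool compound, then Kinase-Glo detection mix; 8 min ambient, luminescence read.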
IMPase Li inh – cell-permeable IMPase inhibitors with lithium potentiation; CHO-M1 cells, IP1 TR-FRET (IP-One), carbachol + lithium; 210,000 tested, 0.35% active; Potency, µM (highest dose often 59.4 µM), inactives show top-dose activity, negative = IMPase inhibition, most hits filed as inhibitors;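 further: IP1 builds up when IMPase is blocked and the TR-FRET signal falls; potency means the concentration at half of the fitted maximal effect; plate controls were basal vehicle for no effect and high inhibitor control for full effect; nearly all actives have a fitted effect of over 50% in size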
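CHO cells stably expressing M1 receptor (2000/well, cultured 16–30 h) treated 30 min at 37C with compound plus low lithium. Cytosolic IP1 by TR-FRET (665/620 ratio and 620 channel) after 10 min lysis; AC50 by Hill fit.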
Epigenetic reg – derepresses silenced GFP reporter in murine cells; Potency, µM (titrated, usually from 53.9 µM), for the others: at the highest dose GFP activation, actives largely listed as activators; murine LDR cells, GFP reporter derepression, 30 h; 280,000 tested, 0.2% active; further: potency means the concentration at half of the fitted maximal effect; % of control where 0% means no effect; nearly all actives have a fitted effect of over 60% in size
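In this reporter-derepression format, murine cells bearing a silenced integrated CMV-GFP locus incubate with test compound (30 h, 37 C), then are washed and imaged; fluorescent objects of 20–120 um count as induced cells.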
CBFb-RUNX1 inh – inhibitors of human CBF-beta and RUNX1 interaction. 230,000 tested, under 10 active. AID 1477. Potency, µM (doses to about 59.8 µM), for inactives: top-dose activity, negative = inhibition, actives largely listed as inhibitors. AlphaScreen CBFb-His/RUNX1-biotin binding, biochemical. Q01196+Q13951; further: % of control where 0% means no effect
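Bead-based AlphaScreen assay; binding partners His-tagged CBF-beta and biotinylated RUNX1 at 30 nM each. Compound exposure 15 min after a 20-min protein preincubation; bead step 90 min; all steps at room temperature.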
The depositor's hits bear a star; ? = inconclusive; . = no result given; [ ] = another dose, or the depositor's remark. The call rests on the fitted dose curve; in most records, active means well fitted curve in the direction sought with a large enough effect; inconclusive means small, poorly fitted or top-dose-only effect, or another doubt; inactive means no such curve, though single readings can be large; an effect the other way counts as inactive or inconclusive. An excerpt. The share of hits here may be higher or lower than overall.

Under each structure: IMPase Li inh, L3MBTL1 inh, Epigenetic reg, Luc counter, NPSR antagonist, CBFb-RUNX1 inh, HttQ103 aggreg
1: O=c1oc(-c2cccs2)nc2sc3c(c12)CCCCC3
→ 5.0%[38.3 µM], -3.9%, 3.0%, -6.9%, -5.5%[46.1 µM], 5.3%, -3.1%
2: O=C(C1=C[C@H](c2csc3ccccc23)C[C@H](OCc2ccc(CO)cc2)O1)N1CCOCC1
→ -2.7%, 0.1%, -3.3%, ., 18.7%, -0.3%, 15.7%[9.22 µM]
3: Cc1ccc(NC(=O)NC(=O)CN2C(=O)NC3(CCc4ccccc43)C2=O)c(C)c1 (stereo unspecified)
→ 30.1%[activator][38.3 µM], ., 3.0%, -1.0%, -18.6%[46.1 µM], -1.8%, -4.5%
4: N=C1C(c2nc3ccccc3[nH]2)=C(O)CN1NC(=O)c1c[nH]c2ccccc12
→ 8.7%, ?, -0.1%, -4.0%, 1.5%, -12.5%, -3.2%
5: CC(C)N1CC=C2C(C#N)=C(N)C(C#N)(C#N)C(c3ccccc3)C2C1 (stereo unspecified)
→ 6.1%[38.3 µM], -9.1%[11.4 µM], 0.9%, -1.8%, -6.1%[46.1 µM], -4.6%, 3.7%
6: Cc1nnc(NC(=O)CSc2nccn2C)s1
→ -5.5%, 11.2%, 2.3%, 0.8%, -6.4%[46.1 µM], 3.1%, -15.4%
7: Cc1nnc(C)n1/N=C/c1ccc(C(=O)O)cc1
→ 14.7%[38.3 µM], ., 1.3%, -2.6%, 7.9%[46.1 µM], -6.2%, -4.4%
8: COc1ccc2[nH]c(=O)c(CN(Cc3cccnc3)C(=S)NCC3CCCO3)cc2c1 (stereo unspecified)
→ 8.1%, 7.4%, -2.6%, -0.9%, 8.0%, 1.7%, -2.2%[9.22 µM]
9: CCCC(=O)Nc1c(-c2cccs2)c(=O)c2ccccc2n1CC
→ -2.9%[38.3 µM], 8.3%, -0.9%, 1.2%, -3.5%[46.1 µM], 4.8%, 3.2%
10: Cc1cc(Nc2cccc(F)c2)nc(NCc2ccccc2)n1
→ 11.5%, 1.4%, -3.2%, 3.1%, -31.5%, 11.6%, -29.8%
11: O=C(CSc1nnnn1-c1ccccc1)Nc1nsc(-c2ccc(Cl)cc2)n1
→ ?, 3.5%, 0.8%, 1.3%, -9.8%[46.1 µM], 9.7%, -28.1%
12: O=C1c2ccccc2-c2ncnc3c(N4CCOCC4)cc(N4CCOCC4)c1c23
→ 12.4%, -2.5%, -1.0%, -3.2%, -24.3%, ?, -26.3%
13: Cn1cnnc1SCC(=O)Nc1sc2c(c1C(N)=O)CCC2
→ -7.9%[38.3 µM], ?, 1.8%, -5.0%, -13.8%[46.1 µM], ?, -20.2%
14: CCOc1ccccc1OCC(=O)Nc1ccc(S(=O)(=O)Nc2ncccn2)cc1
→ 1.1%, -19.3%, -1.0%, 2.9%, -7.3%, 5.3%, 20.8%
15: CN(C)S(=O)(=O)c1cc(NC(=O)CNCCN2CCOCC2)ccc1Cl
→ ., -3.7%, 1.1%, ., -21.0%, 11.9%, -7.5%[9.22 µM]
16: Cn1c(=O)[nH]c(=O)c2c1nc(Br)n2CC(O)COc1ccc(Cl)cc1 (stereo unspecified)
→ 6.1%, -3.3%, 4.1%, 0.4%, 27.1%, -2.6%, 1.8%[9.22 µM]
17: Cc1ccc(C(=O)c2ccc([N+](=O)[O-])cc2)c(C)c1
→ 35.4%[activator][38.3 µM], ., -1.0%, 0.5%, -6.7%[46.1 µM], ?, -31.3%
18: CCCCOC(=O)Nc1nnc(SCCOc2ccc(C)cc2)s1
→ -0.9%, 4.1%, -1.0%, 2.7%, 8.5%, 6.1%, 0.0%
19: CC(C)NC(=O)CN1CCC(O)(c2ccccc2)CC1
→ 0.4%[38.3 µM], 16.0%, 0.3%, 1.6%, 3.2%[46.1 µM], -0.1%, 6.7%
20: O=C(COc1ccccc1[N+](=O)[O-])N/N=C/c1ccc(O)cc1
→ -2.1%, 5.8%, -1.9%, -2.4%, 0.5%, 4.7%, -3.2%
21: CCOc1cc(S(=O)(=O)Nc2ccccn2)ccc1F
→ 20.8%[38.3 µM], ., -1.1%, 1.8%, -8.7%[46.1 µM], 4.7%, -15.0%
22: CCS(=O)(=O)Nc1c(C(=O)O)[nH]c2ccccc12
→ -0.8%[38.3 µM], -2.9%, -0.7%, -2.6%, 15.8%[46.1 µM], 2.2%, 7.3%
23: Cc1ccc(C(=O)O/N=C/c2c(N3CCOCC3)n(C)c3ccccc23)cc1
→ 4.4%[38.3 µM], -3.3%, 1.8%, 2.3%, ?, -3.5%, ?
24: O=C(Cc1ccccc1)NN1C(=O)C2C3C=CC(C4CC34)C2C1=O (stereo unspecified)
→ -8.2%, -1.9%, 1.0%, 1.1%, 10.3%, -3.1%, -0.1%
25: CCn1ncc(Br)c1C(=O)Nc1sc2c(c1C(N)=O)CCC2
→ ?, 1.8%, -4.6%, 0.0%, ?, 19.2%, 4.8%
26: COc1cccc(N(C(=O)Cn2nnc(-c3ccc(C)o3)n2)C(C(=O)NC(C)(C)C)c2cccs2)c1 (stereo unspecified)
→ 8.3%, -1.2%, 10.5%, 1.7%, -13.3%[46.1 µM], 4.4%, 21.4%
27: CC(=O)c1cc(C#N)c(N2CCOCC2)nc1C
→ 2.4%, 1.8%, -1.5%, 5.0%, 13.3%, 13.7%, -5.6%
28: O=C(CCc1nc2ccccc2s1)OCc1ccccc1
→ -11.2%, 47.5%[activator], 1.1%, 2.5%, 3.1%, -0.1%, 6.5%
29: COc1ccc(S(=O)(=O)N(C(C)=O)c2ccc(OC(C)=O)c3ccccc23)cc1[N+](=O)[O-]
→ ., -4.8%, 2.7%, ., -18.0%[46.1 µM], -10.3%, 6.31µM*
30: CC(NC(=O)C(C)(C)C)C(c1cccs1)N1CCOCC1 (stereo unspecified)
→ ., -11.5%, -1.7%, ., 11.0%, -1.3%, -0.4%[9.22 µM]

Shown with tabs: two of the compounds above
cpd	molecule	IMPase Li inh	L3MBTL1 inh	Epigenetic reg	Luc counter	NPSR antagonist	CBFb-RUNX1 inh	HttQ103 aggreg
12	O=C1c2ccccc2-c2ncnc3c(N4CCOCC4)cc(N4CCOCC4)c1c23	12.4%	-2.5%	-1.0%	-3.2%	-24.3%	?	-26.3%
28	O=C(CCc1nc2ccccc2s1)OCc1ccccc1	-11.2%	47.5%[activator]	1.1%	2.5%	3.1%	-0.1%	6.5%

Following part.
Under each structure: IMPase Li inh, L3MBTL1 inh, Epigenetic reg, Luc counter, NPSR antagonist, CBFb-RUNX1 inh, HttQ103 aggreg
31: Cc1nn(C)c(C(=O)Nc2ccc(Cl)c([N+](=O)[O-])c2)c1Cl
→ -6.2%, -8.8%, ?, 1.5%, 16.2%, -1.6%, -6.7%
32: O=C(CCn1cnc2ccccc21)N/N=C/c1ccc(O)cc1
→ 2.0%, -0.2%, 5.2%, -1.0%, 11.6%, 7.2%, 10.0%
33: Nc1nn(-c2ccccc2Cl)cc1-c1nn[nH]n1
→ ., -1.7%, 4.8%, ., -5.3%, -2.2%, -8.4%[9.22 µM]
34: N#C/C(=C/c1cccs1)c1nc2ccccc2[nH]1
→ 5.2%, -4.3%, ?, -9.8%, -31.7%, 2.2%, 0.2%
35: COc1cccc(NC(=O)C2c3cc(OC)c(OC)cc3C(=O)N(C)C2c2cccnc2)c1 (stereo unspecified)
→ -5.1%[38.3 µM], -1.7%, 5.3%, 1.6%, -10.6%[46.1 µM], -4.7%, 12.8%
36: CN1C(=S)SC(C)(C)C1NO (stereo unspecified)
→ 7.4%[38.3 µM], 6.9%, -7.1%, -2.3%, 6.0%[7.67 µM], 7.9%, 14.0%
37: Cc1ccc2c(c1)N(CC(=O)c1cccc(Cl)c1)C(=O)C(C)O2 (stereo unspecified)
→ 17.5%[38.3 µM], 14.3%, 1.5%, 0.9%, 7.9%[7.67 µM], 8.8%, 1.9%
38: O=C(NCc1ccco1)C1CCCN1C(=O)Nc1ccccc1Cl (stereo unspecified)
→ -4.1%, 0.3%, 0.0%, -1.7%, 7.7%, -3.0%, .
39: O=C(NC(=S)Nc1cccc(Cl)c1N1CCCCC1)c1ccco1
→ 26.6%[38.3 µM], -13.4%, -1.2%, 0.4%, -24.7%[46.1 µM], 0.0%, -6.2%
40: COCCNCc1ccccc1
→ 31.3%[38.3 µM], ., -1.0%, -2.6%, 2.5%[46.1 µM], 3.7%, 9.9%
41: CSc1nc(-c2ccc(Cl)cc2Cl)[nH]c(=O)c1C#N
→ 0.2%, 11.8%, 0.0%, 0.1%, -18.0%, 1.8%, -13.4%
42: COc1ccc(CCN=C(N)NS(=O)(=O)c2ccc(C)cc2)cc1
→ ., 3.1%, 0.0%, ., -5.7%[46.1 µM], 0.0%, ?
43: CC1CCCC(NCC(=O)Nc2ccc(C(N)=O)cc2)C1C (stereo unspecified)
→ 8.0%, -16.3%, 13.1%, -4.2%, 6.9%, -11.4%, 25.7%
44: O=C(N/N=C/c1ccco1)c1cc(-c2cccc(Br)c2)nc2ccccc12
→ 2.9%, -7.0%, -2.2%, -0.9%, -16.0%, -6.2%, -17.4%
45: C=CCOc1ccc(/C=N/N2C(=O)C(CC(=O)Nc3ccc(F)cc3F)SC2=NC)cc1 (stereo unspecified)
→ 16.9%, -12.9%, 0.0%, 0.0%, -36.0%, -1.0%, 21.1%
46: CCc1nc(SCC(=O)Nc2cc(C)on2)c2c(C)c(C)sc2n1
→ -23.0%[38.3 µM], 3.3%, -0.2%, 1.7%, -3.6%[46.1 µM], 3.3%, 27.5%
47: c1ccc(-c2cc3c(N4CCCCC4)ncnc3s2)cc1
→ 4.5%, ., 0.9%, 0.8%, -36.9%, 28.0%, -19.1%
48: CCc1sc(/C=C(/C#N)C(N)=S)cc1[N+](=O)[O-]
→ 58.7%[activator], ., -0.2%, -7.6%, -43.7%, ?, 9.0%
49: C=CCn1c(O)c(C=Nc2ccc(Cc3ccncc3)cc2)c(=O)[nH]c1=S
→ 6.2%[38.3 µM], -5.7%, -1.1%, 1.4%, -21.0%[46.1 µM], 3.4%, 4.5%
50: COc1ccc(CCNC(=O)Cc2ccc(OC)c(OC)c2)cc1OC
→ 1.7%, 7.1%, 1.0%, ., -20.5%, 9.8%, 9.8%[9.22 µM]
51: CC(NC(=O)Cc1ccccc1)C(c1ccccc1)N1CCOCC1 (stereo unspecified)
→ 13.6%, -0.3%, -2.5%, 7.6%, 2.7%, 9.7%, 2.8%
52: CCCCCOc1ccc(C(=O)N(Cc2ccco2)C2CCS(=O)(=O)C2)cc1 (stereo unspecified)
→ ., -4.3%, -6.9%, ., -9.2%[46.1 µM], 0.4%, -26.0%
53: COc1cc(CNCc2ccccn2)ccc1OCc1ccccc1Cl
→ 4.6%, -21.8%, -1.3%, -2.7%, 13.1%, -22.4%, -25.5%

Screening data (PubChem)
